Bcl-XL Bim block = human Bim-Bcl-XL interaction inhibition; Bim peptide-Bcl-XL binding, bead flow cytometry, fluorescence; inhibition, % at 10 µM; actives 0.04% (n = 190,000); AID 1007
Bfl-1 Bim block = disrupts Bim binding to human Bfl-1. Q16548. Bead-based flow cytometry, Bim-Bfl-1 binding inhibition. inhibition, % at 10 µM. actives 0.12% (n = 190,000);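 also: 0% = wells without compound plus tracer and 100% = blocker peptide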
Bim-Bcl-2 = human Bim-Bcl-2 interaction inhibition. Bead-based flow cytometry, Bim peptide-Bcl-2 binding. inhibition, % at 10 µM. actives 0.06% (n = 190,000). AID 950; in the data active = inhibition above about 40%; inconclusive = no clear call, values can overlap the other calls;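 also: 0% = no compound wells with probe peptide and 100% = reference peptide inhibitor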
Target sequence (P10415 whole entry, looked up): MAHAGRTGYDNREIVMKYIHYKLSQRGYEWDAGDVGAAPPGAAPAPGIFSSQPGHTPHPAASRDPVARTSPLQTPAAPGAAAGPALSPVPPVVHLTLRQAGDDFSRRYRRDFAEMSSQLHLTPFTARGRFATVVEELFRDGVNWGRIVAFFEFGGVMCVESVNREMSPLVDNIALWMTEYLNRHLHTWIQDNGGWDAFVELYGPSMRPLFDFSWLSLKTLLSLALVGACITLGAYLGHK
GSH fluor = GSH bead compound fluorescence profile; GSH beads flow cytometry, compound fluorescence 488/530 nm; stronger effect = higher value; fluorescence (KMESF) at 10 µM; actives 0.25% (n = 190,000); in the data active = fluorescence above about 89;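 also: glutathione beads carrying GST-tagged Bcl family fusion proteins plus one bare bead set; values are compound well signal with DMSO vehicle wells as background; inactives centre near 16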
Bim-Bcl-W = disrupts Bim peptide binding to human Bcl-W | actives 0.02% (n = 190,000) | bead-based flow cytometry | AID 952 | inhibition, % at 10 µM;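 also: 0% = bound tracer without compound and 100% = peptide blocker; higher means less fluorescent Bim peptide bound to Bcl-W beads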
Target sequence (Q92843 whole entry, looked up): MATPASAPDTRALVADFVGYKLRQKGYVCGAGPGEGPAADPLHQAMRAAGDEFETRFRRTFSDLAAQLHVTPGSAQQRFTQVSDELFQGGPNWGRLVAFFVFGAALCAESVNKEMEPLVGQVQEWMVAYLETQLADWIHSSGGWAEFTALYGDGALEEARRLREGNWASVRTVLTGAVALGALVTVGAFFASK
RGS4-Gao reg = human RGS4-Galphao interaction regulation. Multiplexed bead flow cytometry, RGS4-Galphao binding; actives lie on both sides. binding response (% of control), % at 10 µM. actives 0.33% (n = 220,000). AID 1415; in the data active = binding response below about 49% or above about 150%; inactive = in between;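 also: fluorescent Galphao activated with aluminum fluoride binding bead-coupled RGS4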
RGS7-Gao = regulators of human RGS7-Galphao interaction; P09471; Multiplexed bead flow cytometry, RGS7-Galphao binding; actives lie on both sides; binding response (% of control), % at 10 µM; actives 0.35% (n = 220,000); AID 1439; in the data active = binding response below about 49% or above about 150%; inconclusive = no clear call, values can overlap the other calls; inactive = in between;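 also: fluorescent Galphao held in activated GDP-AlF4 state binding bead-coupled RGS7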
Bcl-B Bim block = disrupts Bim peptide binding to human Bcl-B; Q9HD36; bead-based flow cytometry; inhibition, % at 10 µM; actives 0.073% (n = 190,000);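 also: 0% = tracer peptide without compound and 100% = reference inhibitor peptide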
Target sequence (Q9HD36 whole entry, looked up): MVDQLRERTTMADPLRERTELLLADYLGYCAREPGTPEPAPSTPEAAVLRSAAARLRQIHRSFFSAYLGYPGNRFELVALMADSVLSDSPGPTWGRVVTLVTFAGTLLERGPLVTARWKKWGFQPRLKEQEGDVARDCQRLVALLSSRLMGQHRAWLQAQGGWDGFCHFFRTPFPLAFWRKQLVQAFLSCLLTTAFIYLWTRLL
Mcl1 Bid PPI = Mcl-1/Bid interaction inhibition | AID 1021 | inhibition, % at 21.7 µM | TR-FRET Mcl-1/Bid-Dy647 peptide binding, 1536-well | actives 0.97% (n = 220,000);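 active = compounds that cut the binding signal by more than half at the single screening dose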;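 also: His-tagged Mcl-1 with europium anti-His antibody binding Bid BH3 peptide; 0% = Mcl-1 plus peptide wells and 100% = peptide-only wells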
Target sequence (Q07820 whole entry, looked up): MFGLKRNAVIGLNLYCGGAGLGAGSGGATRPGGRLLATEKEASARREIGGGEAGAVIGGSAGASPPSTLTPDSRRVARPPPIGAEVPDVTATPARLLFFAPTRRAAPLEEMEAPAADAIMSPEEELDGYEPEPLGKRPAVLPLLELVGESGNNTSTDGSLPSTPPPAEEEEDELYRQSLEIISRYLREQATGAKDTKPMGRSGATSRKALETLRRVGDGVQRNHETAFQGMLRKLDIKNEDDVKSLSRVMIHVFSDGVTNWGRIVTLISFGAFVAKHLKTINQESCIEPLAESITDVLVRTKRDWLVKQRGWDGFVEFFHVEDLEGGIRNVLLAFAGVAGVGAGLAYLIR
RGS8-Gao = regulators of human RGS8-Galphao interaction; multiplexed bead flow cytometry, RGS8-Galphao binding; actives lie on both sides; response (percent of control binding), % at 10 µM; actives 0.34% (n = 220,000); in the data active = response below about 60% or above about 140%; inactive = in between;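 also: Galphao activated as the GDP aluminium fluoride complex binding bead-coupled RGS8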
Mcl-1 Bim block = disrupts Bim peptide binding to human Mcl-1 | actives 0.1% (n = 190,000) | inhibition, % at 10 µM | Q07820 | Bead-based flow cytometry, Bim peptide-Mcl-1 binding | AID 1009;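 also: 0% = no compound tracer wells and 100% = peptide blocker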
Numbers without * were called inactive; ? = inconclusive; / = not tested or not shown. Rule as the data show it, unless noted: active = inhibition above about 40%.

No.	Bcl-XL Bim block	Bfl-1 Bim block	Bim-Bcl-2	GSH fluor	Bim-Bcl-W	RGS4-Gao reg	RGS7-Gao	Bcl-B Bim block	Mcl1 Bid PPI	RGS8-Gao	Mcl-1 Bim block	structure
1	-2.0	-7.0	-2.0	23	0.0	100.6	101.3	-6.0	-27.4	101.8	-6.0	O=C(CN1CCC(c2nc3ccccc3s2)CC1)N1CCCCC1
2	-6.0	-18.0	-13.0	8	-4.0	98.3	99.0	-6.0	-7.9	99.5	-3.0	Cc1cc(C)cc(C(=O)NN2CCOCC2)c1
3	-8.0	-14.0	-11.0	11	-4.0	104.9	109.6	-12.0	-21.6	102.0	-6.0	COC(=O)c1ccc(CSc2nnc(-c3ccc4c(c3)OCO4)n2-c2ccccc2)o1
4	0.0	-10.0	-6.0	28	-1.0	99.0	99.3	-7.0	-1.2	98.1	-3.0	O=C1C(Cc2ccccc2)SC(=Nc2ccccc2)N1c1ccccc1 (configuration not stated)
5	2.0	-3.0	1.0	4	0.0	97.6	98.0	0.0	-14.0	100.3	6.0	COc1cc(C)c(Cl)cc1S(=O)(=O)NCCN1CCOCC1
6	-1.0	-2.0	0.0	15	0.0	97.0	100.8	-5.0	-30.1	99.4	10.0	COc1ccc(CN2CCNC(=O)C2CC(=O)N(C)Cc2ccccn2)cc1OC (configuration not stated)
7	-8.0	-8.0	-8.0	12	-3.0	103.7	102.6	-8.0	10.8	101.3	0.0	Cc1cc(Nc2cccc(F)c2)nc(NCc2ccccc2)n1
8	0.0	-1.0	-1.0	25	1.0	100.4	98.1	0.0	-6.4	103.0	1.0	O=C(Nc1ccc(S(=O)(=O)Nc2nccs2)cc1)C1CC(=O)N(c2ccccc2)C1 (configuration not stated)
9	10.0	/	/	/	7.0	103.9	105.1	/	6.3	104.3	32.0	O=C(Nc1ccc(Oc2ccc3ccccc3c2)cc1)c1ccco1
10	-3.0	-14.0	-8.0	15	0.0	95.7	90.1	-6.0	-41.1	95.1	-2.0	COc1ccc(NC(=O)N2Cc3ccccc3CC2C(=O)NC(C)(C)C)cc1 (configuration not stated)
11	-1.0	-10.0	-8.0	28	0.0	99.8	96.4	-8.0	-24.7	101.0	-1.0	COc1ccccc1NC(=O)CN1CCN(Cc2ccccc2)CC1
12	-7.0	0.0	-1.0	13	-6.0	87.8	100.5	-7.0	-1.7	92.2	-5.0	COc1cc2c(cc1OC)CN(Cc1cc(=O)oc3c(C)c(C)ccc13)CC2
13	-3.0	-3.0	-2.0	18	0.0	92.8	97.7	-3.0	-14.6	97.4	1.0	Cc1nn2c(nc1=O)NNC2(C)C(C)(C)C (configuration not stated)
14	-9.0	-13.0	-5.0	5	-1.0	100.7	101.7	-6.0	-4.7	103.1	-1.0	Fc1cccc(Cl)c1CNC(c1ccccc1)c1ccccc1
15	-7.0	-2.0	-4.0	11	-5.0	106.9	102.6	-11.0	-4.5	100.7	-6.0	COc1ccccc1CNC(=S)NC1CCCC1
16	-9.0	-14.0	-9.0	28	-1.0	101.4	101.5	-9.0	3.8	104.8	-1.0	CC12CCC(C(=O)N3CCc4ccccc43)(CC1=O)C2(C)C (configuration not stated)
17	0.0	-11.0	-14.0	44	3.0	103.4	98.9	-23.0	-27.4	103.8	-59.0	C#CCOC(=O)C(NC(=O)c1ccccc1)=C1CCCCC1
18	-4.0	-1.0	-4.0	10	0.0	100.0	96.0	-6.0	-24.3	97.5	-4.0	O=S(=O)(Nc1ccc(-c2cn3ccsc3n2)cc1)c1ccc2c(c1)OCCO2
19	-1.0	4.0	-1.0	16	-4.0	101.2	?	1.0	0.1	101.6	-6.0	CCOc1ccc(/C=N/OCC(=O)Nc2ccc3c(c2)OCO3)cc1
20	-2.0	-4.0	-3.0	12	-1.0	99.1	97.1	-7.0	-34.1	98.5	-4.0	CN(C)CCCn1c(=S)[nH]c2ccccc2c1=O
21	/	/	?	26	/	100.9	103.5	/	14.9	106.6	/	CCCOC(=O)Nc1cccc(C(C)=O)c1
22	-8.0	-1.0	-3.0	13	-5.0	98.1	99.5	-9.0	-1.9	100.6	-4.0	O=C(COC(=O)c1cnc(Cl)c(Cl)c1)NCc1ccc2c(c1)OCO2
23	-4.0	-9.0	-6.0	9	-2.0	95.4	94.7	-3.0	-13.8	81.7	-7.0	COc1ccc(CCN2C(=O)NC(NC(=O)CCc3ccccc3)(C(F)(F)F)C2=O)cc1OC (configuration not stated)
24	-2.0	-5.0	2.0	9	0.0	97.0	98.1	-2.0	-2.2	100.8	0.0	O=C(NCc1ccccn1)C1CC(c2ccccc2Cl)=NO1 (configuration not stated)
25	0.0	15.0	7.0	7	1.0	99.9	101.0	10.0	-55.4	102.5	0.0	CCOc1ccccc1NC(=S)NNS(=O)(=O)c1c(C)cc(C)cc1C
26	2.0	5.0	2.0	10	0.0	100.2	110.1	-8.0	11.0	93.9	0.0	CCN(CC)C(=O)c1sc(NC(=O)c2cc(-c3ccc(C)s3)nc3ccccc23)c(C(=O)OC)c1C
27	0.0	0.0	1.0	5	0.0	97.2	95.0	-3.0	-5.7	91.3	-2.0	Cc1ccc[n+](CC(=O)c2ccc(-c3ccccc3)cc2)c1
28	27.0	17.0	19.0	10	20.0	92.8	93.1	19.0	-25.5	86.5	25.0	O=C1c2ccccc2C(Nc2ccc3c(c2)OCCO3)N1c1ccccn1 (configuration not stated)
29	-4.0	-4.0	-7.0	9	3.0	89.8	102.0	-12.0	-35.3	97.6	0.0	COC(=O)/C(=C/Nc1ccc(O)cc1)[N+](=O)[O-]
30	-4.0	-10.0	-4.0	38	-1.0	106.6	103.2	-9.0	-4.6	99.8	-3.0	COc1cccc(-c2noc(CCC(=O)NC3CCCCC3)n2)c1
31	8.0	-4.0	2.0	11	3.0	93.0	83.1	5.0	-12.5	96.5	2.0	COC(=O)c1sccc1NC(=O)Nc1cccc(F)c1
32	0.0	-1.0	0.0	16	3.0	97.8	98.3	-1.0	-17.1	100.1	-2.0	CC(=O)C1=C(c2ccccc2)NC(=O)NC1c1ccccc1OCC#N (configuration not stated)
33	-9.0	-8.0	-4.0	14	-6.0	101.5	100.9	-12.0	28.0	101.1	-1.0	CC(C)c1nnc(NC(=O)Cc2cccs2)s1
34	-4.0	-1.0	-2.0	7	-3.0	107.7	108.8	-8.0	0.9	115.5	-3.0	COc1ccc(NC(=O)/C(C#N)=C/c2ccc(OCc3ccccc3F)cc2)cc1
35	0.0	-11.0	-8.0	39	2.0	105.3	104.8	-7.0	-0.8	106.6	-1.0	COc1ccc(-c2noc(CN3C(=O)c4ccccc4C3=O)n2)cc1
36	-6.0	-8.0	-2.0	19	-4.0	100.9	101.9	0.0	-45.1	101.2	-5.0	Cc1ccnc(SCc2cc(=O)c(OC(=O)c3ccc(S(=O)(=O)N(C)C)cc3)co2)n1
37	-1.0	0.0	-2.0	19	0.0	105.4	104.9	-2.0	-22.1	107.4	-1.0	COc1ccccc1-c1csc(Cc2nnc3n2CCCCC3)n1
38	-5.0	2.0	-2.0	22	-4.0	95.4	101.3	-12.0	19.9	99.9	-2.0	O=C1NC(=S)N/C1=C/c1cccc([N+](=O)[O-])c1O
39	4.0	1.0	0.0	22	5.0	101.7	103.0	6.0	-12.2	105.3	0.0	Cc1nc2cc(-c3ccccc3)nn2c(C)c1CCC(=O)N1CCN(c2ccccc2)CC1
40	-3.0	-3.0	-3.0	12	1.0	95.2	91.9	-3.0	-70.6	94.0	-1.0	O=C(CSc1nn(-c2ccc(Cl)cc2)c(=S)s1)N1CCN(C(=O)c2ccco2)CC1
41	0.0	-2.0	-2.0	14	0.0	105.2	101.2	1.0	-1.0	104.8	-1.0	CCN(CC)S(=O)(=O)c1ccc(-n2cnnn2)c(C)c1
42	-1.0	-4.0	-1.0	19	-1.0	91.7	87.4	-3.0	1.6	92.1	-2.0	O=C(c1c[nH]c2ccccc12)C(O)C(c1ccccc1)N1CCOCC1 (configuration not stated)
43	0.0	1.0	0.0	11	2.0	106.3	105.4	2.0	-14.9	113.2	-2.0	CCc1ccc(S(=O)(=O)NCc2cn3ccsc3n2)s1
44	-7.0	-2.0	-4.0	7	-3.0	103.5	100.0	-9.0	-28.5	104.6	-6.0	COc1ccc(C(=O)CSc2n[nH]c(-c3ccncc3)n2)cc1[N+](=O)[O-]
45	2.0	0.0	0.0	15	1.0	97.2	96.9	1.0	3.9	97.2	0.0	CN(C)S(=O)(=O)c1ccccc1C#N
46	-18.0	-8.0	-5.0	36	1.0	102.7	103.4	-5.0	-13.9	101.7	1.0	CC(=O)CCS(=O)(=O)c1ccc(NC(C)=O)cc1
47	-2.0	-6.0	-4.0	80	1.0	99.3	100.5	-1.0	-6.7	100.3	0.0	O=C(OCc1ccccc1)C1CCCN1C(=O)c1ccccc1[N+](=O)[O-] (configuration not stated)
48	3.0	-11.0	-4.0	45	-1.0	106.1	105.6	-6.0	1.1	109.4	0.0	N#C/C(=C\c1ccccc1)c1n[nH]c(Cn2cncn2)n1
49	-4.0	0.0	0.0	9	0.0	106.3	103.9	-2.0	-10.1	104.4	-2.0	O=C(O)c1ccc(CSc2nnc(Cc3ccccc3)o2)cc1
50	0.0	-8.0	-1.0	10	-2.0	97.5	?	-6.0	-15.1	96.8	-3.0	O=C(CSc1nnc(C2CC2)n1Cc1ccco1)NCC(F)(F)F

Filtered by structure: the compounds so far containing a tert-butyl group.
No.	Bcl-XL Bim block	Bfl-1 Bim block	Bim-Bcl-2	GSH fluor	Bim-Bcl-W	RGS4-Gao reg	RGS7-Gao	Bcl-B Bim block	Mcl1 Bid PPI	RGS8-Gao	Mcl-1 Bim block	structure
10	-3.0	-14.0	-8.0	15	0.0	95.7	90.1	-6.0	-41.1	95.1	-2.0	COc1ccc(NC(=O)N2Cc3ccccc3CC2C(=O)NC(C)(C)C)cc1 (configuration not stated)
13	-3.0	-3.0	-2.0	18	0.0	92.8	97.7	-3.0	-14.6	97.4	1.0	Cc1nn2c(nc1=O)NNC2(C)C(C)(C)C (configuration not stated)

Continued.
No.	Bcl-XL Bim block	Bfl-1 Bim block	Bim-Bcl-2	GSH fluor	Bim-Bcl-W	RGS4-Gao reg	RGS7-Gao	Bcl-B Bim block	Mcl1 Bid PPI	RGS8-Gao	Mcl-1 Bim block	structure
51	1.0	-10.0	-9.0	30	0.0	100.0	99.1	-8.0	13.0	104.2	0.0	CC(C)N(C(=O)COC(=O)c1ccc(O)cc1)C(C)C
52	-1.0	-2.0	-2.0	11	-3.0	102.7	?	0.0	-46.1	101.4	-1.0	COc1ccc(NC(=O)CCNS(=O)(=O)c2ccc3c(c2)c(=O)n(C)c(=O)n3C)cc1OC
53	-4.0	-1.0	-4.0	21	-3.0	91.8	96.9	-2.0	-15.6	98.7	0.0	CC(C)C(=O)O/N=C1\CCS(=O)(=O)c2sccc21
54	-1.0	0.0	-1.0	9	8.0	97.6	97.1	2.0	5.4	100.4	0.0	Cc1cc(=O)oc2cc(OCC3CC(c4ccccc4Cl)=NO3)ccc12 (configuration not stated)
55	-1.0	-5.0	-5.0	47	-1.0	98.2	96.7	0.0	73.3*	98.3	-1.0	Cc1cc2nc(-c3ccc(NC(=O)C(C)C)cc3)oc2cc1C
56	2.0	-4.0	-1.0	15	0.0	103.1	?	-1.0	-14.1	103.4	0.0	O=C(CCCn1c(=O)[nH]c2ccc(Br)cc2c1=O)NCc1ccc(Cl)cc1
57	6.0	8.0	6.0	11	4.0	103.7	100.8	4.0	-0.2	106.2	4.0	CCC(C)NC(=O)c1cnc2n(c1=O)CCS2 (configuration not stated)
58	-2.0	0.0	0.0	18	-1.0	100.1	?	-5.0	-53.9	99.8	0.0	Cc1nc2ccccn2c1C(=O)NN=C1CCN(C)CC1

Compound activity deposited in PubChem BioAssay by several laboratories.

Rows are unselected. About 1.8% of those tested had a hit in this group.
